# Mdm2 MdmX PPI – disrupts the human Mdm2-MdmX interaction | O15151+Q00987 | SaOS-2 split-luciferase Mdm2/MdmX complementation, luminescence | inhibition, % at 8 µM | actives 3% (n = 330,000);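 active = inhibition of at least 50% at 8 µM in the primary screen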
# EBI2 antag – EBI2 (human) antagonism; EBI2 beta-arrestin recruitment, luminescence, 7a,25-OHC stimulated; inhibition, % at 5 µM; actives 0.81% (n = 360,000); in the data active = inhibition above about 38%;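 also: enzyme fragment complementation signal reports receptor beta-arrestin coupling in cells; 0% = agonist plus DMSO wells and 100% = wells without agonist; some results beyond the cut were filed as inactive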
# Target sequence (P32249 whole entry, looked up, the tested form may be a part): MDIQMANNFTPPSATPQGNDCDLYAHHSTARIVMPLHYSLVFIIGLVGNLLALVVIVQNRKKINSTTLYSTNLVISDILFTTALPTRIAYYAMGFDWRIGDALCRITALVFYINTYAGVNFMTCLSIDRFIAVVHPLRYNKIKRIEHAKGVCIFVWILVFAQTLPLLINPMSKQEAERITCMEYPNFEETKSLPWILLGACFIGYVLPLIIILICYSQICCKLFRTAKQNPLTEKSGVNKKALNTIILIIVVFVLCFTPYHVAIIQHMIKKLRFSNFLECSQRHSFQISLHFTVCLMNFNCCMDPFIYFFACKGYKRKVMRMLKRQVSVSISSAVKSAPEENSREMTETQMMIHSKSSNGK
# 697 NFkB inh – lowers PMA/ionomycin-induced NF-kB signal in 697 B cells; actives 0.33% (n = 330,000); AID 435022; 697 B-cell NF-kB luciferase reporter, 16 h; inhibition, % at 4 µM; in the data active = inhibition above about 35%
# CXCR6 block – inhibitors of human CXCR6 receptor | actives 0.36% (n = 360,000) | inhibition, % at 20 µM | O00574 | CHO-K1 PathHunter CXCR6 beta-arrestin, luminescence; in the data active = inhibition above about 34%, passing the limit was not always enough;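 also: antagonist mode with CXCL16 agonist at 10 nM final; 0% = 10 nM CXCL16 with DMSO and 100% = unstimulated wells without agonist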
# XBP1 UPR activ – activators of adaptive arm of unfolded protein response (XBP1); CHO-XBP1 luciferase reporter, IRE1-XBP1 UPR activation, luminescence; percent of tunicamycin response, DMSO as zero; activation, % at 20 µM; actives 0.33% (n = 330,000); AID 463104;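 active = versus positive control, 20 µM dose yields 30% or more activation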;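 also: 100% = tunicamycin at 10 µg/mL and 0% = DMSO only wells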
#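 Material: CHO cell line with stable XBP1 luciferase reporter; schedule: 16-18 h cell attachment at 37 °C, then 6 h compound exposure; signal: glow luminescence from Steady-Glo reagent; medium: serum-containing F12 medium, 10% FBS; benchmarks: tunicamycin 10 µg/mL and vehicle-only wells; read-out: percent activation relative to tunicamycin reference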
# CCR6 antagonist – blocks CCL20-driven beta-arrestin recruitment at human CCR6 | P51684 | CHO-K1 CCR6 PathHunter beta-arrestin, luminescence, CCL20-stimulated | inhibition, % at 20 µM | actives 0.49% (n = 340,000) | AID 493098;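 active = compounds whose inhibition of the agonist-driven luminescence signal at 20 µM reaches about 50%, limit read from the data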;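 also: cells stimulated with CCL20 at 14 nM final; plate controls were DMSO with CCL20 for no effect and DMSO without agonist for full effect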
# Target sequence (P51684 whole entry, looked up): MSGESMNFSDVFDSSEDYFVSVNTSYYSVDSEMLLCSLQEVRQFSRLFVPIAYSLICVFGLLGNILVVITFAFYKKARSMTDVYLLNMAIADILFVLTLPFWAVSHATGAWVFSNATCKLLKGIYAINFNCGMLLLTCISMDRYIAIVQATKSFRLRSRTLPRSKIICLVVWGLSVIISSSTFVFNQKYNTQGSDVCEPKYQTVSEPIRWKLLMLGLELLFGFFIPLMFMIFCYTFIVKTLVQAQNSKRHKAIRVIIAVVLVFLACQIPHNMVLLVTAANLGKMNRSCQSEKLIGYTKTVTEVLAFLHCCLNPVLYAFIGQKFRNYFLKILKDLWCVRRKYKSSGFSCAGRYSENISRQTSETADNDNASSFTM
# Jurkat NFkB inh – inhibitors of the PMA/ionomycin-induced NF-kB reporter in Jurkat cells; PMA/ionomycin-induced NF-kB luciferase reporter, luminescence; AID 435003; actives 0.53% (n = 330,000); inhibition, % at 4 µM; in the data active = inhibition above about 50%
# Gli-Sufu block – blocks Gli-Sufu signaling in a luciferase reporter | Sufu-KO-LIGHT fibroblasts, Gli luciferase reporter luminescence | inhibition, % at 5 µM | actives 0.74% (n = 340,000);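 active = inhibition above about 55%, limit read from the data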;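 also: 0% = DMSO-treated cells and 100% = wells with medium but no cells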
# UPR CHOP act – activators of apoptotic arm of unfolded protein response (CHOP). AID 449763. CHO-CHOP luciferase reporter, UPR activation, luminescence; percent of tunicamycin response over DMSO baseline. activation, % at 10 µM. actives 0.34% (n = 330,000);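 active = at 10 µM dose, activation of 40% or more, normalized to positive control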;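 also: 100% = tunicamycin at 10 µg/mL and 0% = DMSO alone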
#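 System: CHO-CHOP luciferase reporter cell line; amount: 500 cells/well; buffer or medium: F12 medium containing 10% fetal bovine serum; incubation: 6 h compound exposure at 37 °C after overnight seeding; measured by: luciferase luminescence after 10 min with Steady-Glo reagent; evaluation: % reporter activation, DMSO baseline versus tunicamycin full activation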
# Numbers without * were called inactive; . = not tested or not shown.
SMILES,Mdm2 MdmX PPI,EBI2 antag,697 NFkB inh,CXCR6 block,XBP1 UPR activ,CCR6 antagonist,Jurkat NFkB inh,Gli-Sufu block,UPR CHOP act
CC(CNCCCn1ccc(NC(=O)OCc2ccccc2)nc1=O)c1ccccc1 (configuration not stated),.,-3,.,15,.,12,.,4,.
O=C(NCCO)Nc1ccc2nc(-c3ccco3)c(-c3ccco3)nc2c1,23,.,0,.,1,.,11,.,0.5
Cc1cc(C(=O)CSc2nc3ccccc3c(=O)[nH]2)c(C)n1CC1CCCO1 (configuration not stated),-21,1,-107,-11,1,-2,-46,24,2.1
COC(=O)c1sc2cc(C(F)(F)F)cnc2c1-c1ccccn1,-12,-10,13,-1,3,2,12,1,-0.4
COc1ccc(N2CCN(c3oc(-c4ccc(OC)c(OC)c4)nc3C#N)CC2)cc1,33,0,5,-5,0,-3,4,5,-0.2
COc1ccc(/C=C(/NC(=O)c2ccccc2OC)C(=O)Nc2ccc(C(=O)O)cc2)cc1,-3,-3,-5,7,-1,13,18,-5,1.5
Cc1ccc(N2C(=O)CC(N3CCc4ccccc43)C2=O)cc1Cl (configuration not stated),18,2,17,-4,2,-5,4,20,3.3
c1cc(-n2cnnn2)ccc1NC1=NCCC1,-2,-7,15,-1,-2,-13,-8,2,0.5
CC(=O)N1c2ccccc2C2CCCC[C@@H]21 (some centres not stated),20,-5,8,6,1,-1,2,2,0.7
CCN1CCN(C(=O)CSc2nc(N)cc(N)n2)CC1,-15,-9,-13,-3,-2,-13,3,-10,-0.3
Cc1ccc(S(=O)(=O)N2CCN(C(=O)c3c(-c4ccccc4)noc3C)CC2)cc1,-12,-6,-10,-6,-1,2,-6,-9,-1.2
CCn1c(C)nc([N+](=O)[O-])c1Sc1ccc(F)cc1,32,-58,9,2,1,-2,-11,-9,-1.3
Cc1ccc(-n2c(-c3cccc(C)c3)n[nH]c2=S)cc1,-7,1,14,2,-1,10,1,1,-0.8
CCC(=O)N1c2ccc(S(=O)(=O)NCCc3ccccc3)cc2CC1C (configuration not stated),17,-4,12,-6,-3,11,3,30,-0.6
O=C(Nc1ccccn1)c1sc2cccc(F)c2c1Cl,-63,-2,-242,3,-2,5,-170,-61,-4.2
CCn1c(=O)cc(N2CCCCC2)[nH]c1=O,19,-10,27,-10,4,1,6,-13,-1.6
COc1ccc(NC(=O)NC2CCN(C(C)C)CC2)c(OC)c1,-6,-2,6,-11,-1,-4,-1,0,2.5
CSc1nc(-c2ccccc2)cc(C)c1C#N,-11,-9,4,-3,-4,13,-10,3,-1.1
CCc1ccc[n+](-c2nc([O-])sc2C=O)c1,14,7,11,-13,-6,0,8,7,-2.5
CC(=O)c1cc(C#N)c(NCc2cc(-c3ccccc3)no2)nc1C,8,8,-9,-3,-1,9,0,-9,-1.2
O=C(COC(=O)c1cc(=O)[nH]c2ccccc12)NCc1cccc(Cl)c1,9,-2,-1,5,1,2,-14,-6,-0.2
Cc1ccc(C)c(N2CCN(C(=O)CCc3nc(-c4ccccc4Br)no3)CC2)c1,34,3,-20,-4,0,16,.,1,9.8
Cc1nc(SCc2nc3c(O)cccc3[nH]2)c2oc3ccccc3c2n1,36,14,-8,15,12,16,-2,4,-0.4
COc1ccc2c(c1)cc(C(=O)N[C@H](C(=O)N1CCC(C(=O)O)CC1)C(C)C)n2C,-29,-5,-4,-5,-4,-2,-15,-5,0.6
Cc1noc(C)c1NC(=O)N(C)C[C@H]1Oc2c(NS(=O)(=O)c3cccs3)cccc2C(=O)N([C@H](C)CO)C[C@@H]1C,11,-7,-5,7,-3,9,12,-22,-0.6
O=C(O)Cn1c(SCCOc2ccccc2)nc2ccccc21,-29,-6,8,1,-4,4,2,2,0.4
CC1CCC(NC(=O)CCS(=O)(=O)c2ccc3c(c2)NC(=O)CS3)CC1 (configuration not stated),12,14,-13,3,5,-9,6,20,-1.1
O=C(COC(=O)Cc1ccsc1)NCc1ccc(Cl)cc1,-43,1,-12,4,1,14,-7,-14,-1.2
O=C(Cn1nc(C(F)F)cc1C1CC1)NCCC1=CCCCC1,18,3,3,12,-1,1,-2,1,4.5
CSc1nnc(Cc2cc(=O)[nH]c(=O)[nH]2)n1-c1cc(C)ccc1C,0,-16,26,0,-1,9,1,4,-2.0
O=C(c1ccc(O)cc1)c1ccc(O)cc1O,8,-3,8,3,1,9,4,2,2.2
CN(CC(=O)NC1CCN(Cc2ccccc2)CC1)S(=O)(=O)c1ccc2c(c1)c(=O)n(C)c(=O)n2C,-21,-4,-9,-1,1,5,15,17,-0.8
Cc1cc(C)c(C(=O)CC(=O)c2ccccc2Cl)c(O)c1,31,3,-3,13,0,26,13,1,0.8
COc1ccc(C(C)=O)cc1CSc1ncccn1,2,2,-12,1,-1,7,-13,2,-0.6
C=CCn1c(CCNC(=O)c2cccs2)nnc1SCC(=O)Nc1cccc(C(C)=O)c1,9,-7,-9,6,-5,-3,-3,-3,-1.6
Cc1nn(C)c(C)c1/C=N/N=C1\CCC2C3CCc4cc(O)ccc4C3CCC12C (configuration not stated),57*,7,-16,10,5,18,7,3,9.0
Cc1scc(C(=O)NNC(=S)NCC(C)C)c1C,-13,6,-41,0,-1,10,0,-13,0.0
O=[N+]([O-])c1ccc(Sc2nnnn2-c2ccccc2)nc1,61*,.,-86,.,-1,-10,39,29,126*
CC12CN3CC(C)(CN(C1)C3c1ccc(Cl)cc1)C2 (configuration not stated),-5,1,3,0,-1,10,12,-1,1.5
CC1CC(C)CN(S(=O)(=O)c2ccc(NC(=O)CCNC(=O)c3ccc([N+](=O)[O-])cc3)cc2)C1 (configuration not stated),-9,-1,5,-3,-4,-5,-2,2,-1.3
COc1ccc(C2CC(=O)c3cnc(Nc4cc(C)cc(C)c4)nc3C2)cc1 (configuration not stated),-8,17,-2,5,1,13,-5,-1,0.8
CCn1cnc2cc(NC(=O)c3ccc(C)cc3)ccc21,-34,9,-103,3,-1,10,-71,-75,3.1
Cc1ccc(C(=O)OCC(=O)Nc2nc(-c3ccccc3)cs2)cc1NC(=O)c1ccco1,9,-14,8,-4,9,9,-8,-29,3.1
O=C(COc1nncc2ccccc12)Nc1ccc(Br)cc1F,6,-5,7,0,-1,-2,-2,-22,-0.4
CC(C)CCN1CCNC(=O)C1CC(=O)N(C)CCCN1CCOCC1 (configuration not stated),5,5,19,-1,-3,-1,-4,-1,7.7
O=[N+]([O-])c1ccc(Sc2cccc3cccnc23)c([N+](=O)[O-])c1,93*,33,1,53*,-2,56*,39,46,256*
COc1cc(-c2nc(-c3ccccc3)c(-c3cc([N+](=O)[O-])ccc3C)[nH]2)cc(OC)c1OC,69*,38*,19,49*,-1,14,7,-14,1.4
COc1ccc(Br)cc1CN(C)C(=O)C1CC(=O)N(C2CCCC2)C1 (configuration not stated),10,7,11,5,0,9,10,4,-1.5
Cc1ccccc1OCCn1c(CCNC(=O)C(C)C)nc2ccccc21,19,1,-10,-2,2,9,-6,4,-0.9
C=CCNC(=O)c1onc(CSc2cc(C)ccc2C)c1C(=O)O,-12,5,8,4,0,2,-5,1,-0.3

# Limited to UPR CHOP act, Gli-Sufu block and EBI2 antag, for some of the entries so far:
structure | UPR CHOP act | Gli-Sufu block | EBI2 antag
Cc1ccc(C(=O)OCC(=O)Nc2nc(-c3ccccc3)cs2)cc1NC(=O)c1ccco1 | 3.1 | -29 | -14
O=C(COc1nncc2ccccc12)Nc1ccc(Br)cc1F | -0.4 | -22 | -5

# In another format: entries from further up
> COc1ccc(C2CC(=O)c3cnc(Nc4cc(C)cc(C)c4)nc3C2)cc1 (configuration not stated)
- Mdm2 MdmX PPI = -8
- EBI2 antag = 17
- 697 NFkB inh = -2
- CXCR6 block = 5
- XBP1 UPR activ = 1
- CCR6 antagonist = 13
- Jurkat NFkB inh = -5
- Gli-Sufu block = -1
- UPR CHOP act = 0.8
> CCn1cnc2cc(NC(=O)c3ccc(C)cc3)ccc21
- Mdm2 MdmX PPI = -34
- EBI2 antag = 9
- 697 NFkB inh = -103
- CXCR6 block = 3
- XBP1 UPR activ = -1
- CCR6 antagonist = 10
- Jurkat NFkB inh = -71
- Gli-Sufu block = -75
- UPR CHOP act = 3.1
> Cc1ccc(C(=O)OCC(=O)Nc2nc(-c3ccccc3)cs2)cc1NC(=O)c1ccco1
- Mdm2 MdmX PPI = 9
- EBI2 antag = -14
- 697 NFkB inh = 8
- CXCR6 block = -4
- XBP1 UPR activ = 9
- CCR6 antagonist = 9
- Jurkat NFkB inh = -8
- Gli-Sufu block = -29
- UPR CHOP act = 3.1
> O=C(COc1nncc2ccccc12)Nc1ccc(Br)cc1F
- Mdm2 MdmX PPI = 6
- EBI2 antag = -5
- 697 NFkB inh = 7
- CXCR6 block = 0
- XBP1 UPR activ = -1
- CCR6 antagonist = -2
- Jurkat NFkB inh = -2
- Gli-Sufu block = -22
- UPR CHOP act = -0.4

# Following part.
SMILES,Mdm2 MdmX PPI,EBI2 antag,697 NFkB inh,CXCR6 block,XBP1 UPR activ,CCR6 antagonist,Jurkat NFkB inh,Gli-Sufu block,UPR CHOP act
CC1(c2nnc(Cc3ccccc3)o2)CC(c2c(Cl)cccc2Cl)=NO1 (configuration not stated),-14,5,11,9,-1,5,5,-6,0.9
c1ccc(N2CCN(c3cnc4ccccc4n3)CC2)cc1,-209,0,-185,-1,-6,13,-152,4,3.2
Cc1[nH]c2ccccc2c1C(=O)C(C)Sc1nnc(C2CC2)o1 (configuration not stated),3,-1,5,0,-3,3,-16,7,-0.3
CCOc1ccccc1NC(=O)CCNC(=O)Cn1ccc2ccccc2c1=O,-20,11,10,-1,-5,3,4,-8,1.9
CSc1nsc(NC(=O)Cc2ccccc2)n1,0,2,-41,0,0,13,-1,-22,2.4
N#Cc1nc(-c2ccc(Cl)cc2)oc1NCCc1ccccn1,-44,13,-59,10,3,-1,-31,-53,5.5
Cc1cc2nc(C)c(Cc3ccccc3)c(=O)n2[nH]1,-9,-15,15,3,-5,0,-2,0,0.1
Cc1nc(SCC(=O)c2ccc(F)cc2)c([N+](=O)[O-])[nH]1,5,-7,-6,12,2,7,-18,-18,-2.3
Cc1cccc(NC(=O)CCNS(=O)(=O)c2cccc3nsnc23)c1,11,-8,8,1,0,5,14,-4,-0.5
Cc1ccc(SCC(=O)NC(=O)NCCC(C)C)c(C)c1,1,5,4,-3,-1,8,-4,-10,-0.9

# Screens (PubChem BioAssay)

# Compounds as they come; 5% or so of the library scored in one or more.
